Bioassay records from PubChem.
Mcl1 Noxa PPI: Mcl-1/Noxa interaction inhibition; inhibition, % at 21.7 µM; Q07820; hit rate 1.5% among 220,000; TR-FRET Mcl-1/Noxa peptide binding, 2 h;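 active = compounds that cut the protein-peptide binding signal by more than 50% relative to plate controls in a single-dose test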;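 also: His-tagged Mcl-1 with rhodamine Noxa BH3 peptide and terbium anti-His antibody; 0% = Mcl-1 plus Noxa peptide wells and 100% = peptide-only wells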
Rac1 wt GTP bind: modulators of human Rac1 wildtype GTP binding; P63000; GST-Rac1 beads, fluorescent GTP binding, flow cytometry; actives lie on both sides; 0 = cold GTP competed, 100 = untreated; GTP binding activity (% of control), % at 10 µM; hit rate 0.27% among 190,000;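 active = GTP binding activity at least 20 points away from the 100% control level, either lower or higher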
Pf gamet viab: kills late stage P. falciparum gametocytes | P. falciparum stage V gametocytes, ATP luminescence, 24 h | inhibition, % at 10.9 µM | hit rate 0.065% among 150,000 | AID 743093;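 active = inhibition above the mean plus 3 SD of compounds within the control limits, set per campaign, cut at about 38% in these data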;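 also: 0% = DMSO wells and 100% = medium only without gametocytes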
ABCB1 block: blocks JC-1 efflux by human ABCB1 transporter | hit rate 0.067% among 190,000 | inhibition, % at 6.6 µM | CCRF-Adr cells, flow cytometry | AID 1326 | P08183; in the data active = inhibition above about 40%;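 also: 0% = vehicle and 100% = reference inhibitor; higher value means more JC-1 retained so stronger ABCB1 efflux block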
Target sequence (P08183 whole entry, looked up): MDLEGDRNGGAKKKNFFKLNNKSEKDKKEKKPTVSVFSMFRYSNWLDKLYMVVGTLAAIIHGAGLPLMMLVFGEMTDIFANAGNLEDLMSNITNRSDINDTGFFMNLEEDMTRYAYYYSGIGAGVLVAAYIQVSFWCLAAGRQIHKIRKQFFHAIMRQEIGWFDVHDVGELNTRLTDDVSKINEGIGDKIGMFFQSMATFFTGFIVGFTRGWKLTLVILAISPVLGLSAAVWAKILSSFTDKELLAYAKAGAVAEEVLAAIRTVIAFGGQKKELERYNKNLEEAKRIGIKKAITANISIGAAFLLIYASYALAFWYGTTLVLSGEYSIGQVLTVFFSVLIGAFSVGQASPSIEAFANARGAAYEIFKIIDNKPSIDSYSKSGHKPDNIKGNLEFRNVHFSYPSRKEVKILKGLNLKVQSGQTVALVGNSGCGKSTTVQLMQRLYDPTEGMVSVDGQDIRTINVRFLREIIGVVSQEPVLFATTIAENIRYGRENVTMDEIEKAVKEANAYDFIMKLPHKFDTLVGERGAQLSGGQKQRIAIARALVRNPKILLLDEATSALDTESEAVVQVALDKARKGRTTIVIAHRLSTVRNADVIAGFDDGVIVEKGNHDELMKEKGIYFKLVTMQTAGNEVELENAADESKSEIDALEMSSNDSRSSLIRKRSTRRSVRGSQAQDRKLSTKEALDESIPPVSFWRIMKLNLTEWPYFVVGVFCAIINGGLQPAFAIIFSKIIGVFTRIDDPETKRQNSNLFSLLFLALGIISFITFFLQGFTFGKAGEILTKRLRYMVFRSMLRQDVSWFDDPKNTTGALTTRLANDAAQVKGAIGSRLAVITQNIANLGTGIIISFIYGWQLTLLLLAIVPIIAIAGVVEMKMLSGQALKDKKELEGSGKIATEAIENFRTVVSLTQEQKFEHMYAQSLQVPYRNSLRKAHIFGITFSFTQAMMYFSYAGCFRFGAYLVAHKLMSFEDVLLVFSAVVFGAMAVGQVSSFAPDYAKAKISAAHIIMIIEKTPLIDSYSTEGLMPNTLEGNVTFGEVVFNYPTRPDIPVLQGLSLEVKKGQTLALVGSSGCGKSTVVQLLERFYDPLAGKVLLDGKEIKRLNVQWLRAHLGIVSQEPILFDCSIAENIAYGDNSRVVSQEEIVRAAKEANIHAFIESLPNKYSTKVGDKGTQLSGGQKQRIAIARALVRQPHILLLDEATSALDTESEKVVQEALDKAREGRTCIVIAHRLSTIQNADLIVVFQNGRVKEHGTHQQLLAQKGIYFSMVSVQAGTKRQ
ABCG2 block: blocks JC-1 efflux by human ABCG2 transporter; hit rate 0.1% among 190,000; inhibition, % at 6.6 µM; IgMXP3 cells, flow cytometry; Q9UNQ0;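 active = inhibition above 80%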;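 also: 0% = DMSO and 100% = nicardipine control wells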
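Test system: IgMXP3 (ABCG2) plus far-red-tagged CCRF-Adr (ABCB1) cells / Amount: 3 million cells/mL in well / Reagent: JC-1 transporter substrate / Timing: 10 min compound exposure, 25 °C / Signal: flow cytometry, 530 nm JC-1 signal / Read-out: percent efflux inhibition, scaled nicardipine 100% to DMSO 0% / Benchmarks: nicardipine as high control, DMSO as low control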
Cdc42 wt GTP: changes GTP binding to wildtype human Cdc42; P60953; GST-Cdc42 beads, Bodipy-GTP binding, flow cytometry; actives lie on both sides; percent activity (GTP binding), % at 10 µM; hit rate 0.2% among 190,000; AID 761;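 active = percent activity GTP binding at least 20 points away from the 100% baseline, either down as inhibitor or up as activator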;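 also: median bead fluorescence of bound Bodipy-FL-GTP at 100 nM; 0% = excess unlabeled GTP control and 100% = no compound control; below 100% means less GTP binding so inhibitor and above means activator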
Rab2 wt GTP: changes GTP binding to wildtype dog Rab2A, up or down. GST-Rab2 wt beads, Bodipy-GTP binding, flow cytometry. GTP binding activity, % at 10 µM. hit rate 0.19% among 190,000. AID 760;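 active = GTP binding activity at least 20 points away from 100%, either lowered or raised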;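 also: 0% = beads with excess unlabeled GTP and 100% = no-compound control corrected for plate trend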
HRas wt GTP bind: changes GTP binding to wildtype human HRas; GTP binding activity, % at 10 µM; AID 759; GST-Ras wt beads, Bodipy-FL-GTP binding, flow cytometry; actives lie on both sides; hit rate 0.14% among 190,000; P01112;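 active = GTP binding activity at least 20% away from the 100% baseline, either lowered as inhibitor or raised as activator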;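 also: 0% = unlabeled GTP competition control and 100% = no-compound control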
Rac1 act GTP bind: modulators of GTP binding to human Rac1 activated mutant. percent activity (GTP binding), % at 10 µM. GST-Rac1 activated beads, fluorescent GTP binding, flow cytometry; actives lie on both sides; 100% means binding = to untreated wells. hit rate 0.11% among 190,000. P63000;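 active = GTP binding at least 20 percentage points away from the 100% baseline, in either direction, so actives lie on both sides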
Avidin bead fluor: avidin bead compound fluorescence profile; Avidin beads, compound fluorescence 488/530 nm, flow cytometry; hits give high values; fluorescence (KMESF) at 10 µM; hit rate 0.38% among 220,000; AID 1775; in the data active = fluorescence above about 47; also: inactives centre near 10
Rab7 wt modul: modulators of GTP binding to dog Rab7 wildtype GTPase; GST-Rab7 beads, fluorescent GTP binding, flow cytometry; actives lie on both sides; untreated = 100%, excess cold GTP = 0%; hit rate 0.055% among 190,000; GTP binding activity (percent of control), % at 10 µM;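 active = fluorescent GTP binding to Rab7 beads changed by at least 20 points from the 100% baseline, either direction, mostly lower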;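 also: median green fluorescence of bound Bodipy-FL-GTP per Rab7 bead population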
Numbers without * were called inactive.

What do the screens show for `O=C(CSCc1ccccc1)Nc1nccs1`?
Mcl1 Noxa PPI: -6; Rac1 wt GTP bind: 111; ABCB1 block: 0.7; ABCG2 block: 2; Cdc42 wt GTP: 107; Rab2 wt GTP: 101; HRas wt GTP bind: 103; Rac1 act GTP bind: 104; Avidin bead fluor: 13; Rab7 wt modul: 99

What do the screens show for `CCOc1ccc(C(=O)NC2CCN(CC(=O)NCc3cccs3)CC2)cc1`?
Mcl1 Noxa PPI: -16; Rac1 wt GTP bind: 97; Pf gamet viab: -20; ABCB1 block: 0.0; ABCG2 block: 0; Cdc42 wt GTP: 96; Rab2 wt GTP: 99; HRas wt GTP bind: 97; Rac1 act GTP bind: 96; Avidin bead fluor: 11; Rab7 wt modul: 106

What do the screens show for `O=C(OCCN1CCCCC1)c1ccc(Cl)cc1`?
Mcl1 Noxa PPI: 17; Rac1 wt GTP bind: 97; ABCB1 block: 0.6; ABCG2 block: 1; Cdc42 wt GTP: 100; Rab2 wt GTP: 99; HRas wt GTP bind: 99; Rac1 act GTP bind: 98; Avidin bead fluor: 15; Rab7 wt modul: 94

What do the screens show for `COc1ccc(-c2nc(NC(C)=O)sc2-c2ccc(OC)cc2)cc1`?
Mcl1 Noxa PPI: -10; Rac1 wt GTP bind: 90; Pf gamet viab: 16; ABCB1 block: -0.4; ABCG2 block: -1; Cdc42 wt GTP: 95; Rab2 wt GTP: 95; HRas wt GTP bind: 91; Rac1 act GTP bind: 93; Avidin bead fluor: 8; Rab7 wt modul: 95

Results for CC(C)NC(=O)C1CCN(C2CCN(C(=O)c3scc4c3CCCC4)CC2)CC1 ?
Mcl1 Noxa PPI: 13; Rac1 wt GTP bind: 100; Pf gamet viab: -18; ABCB1 block: 0.8; ABCG2 block: 1; Cdc42 wt GTP: 97; Rab2 wt GTP: 97; HRas wt GTP bind: 95; Rac1 act GTP bind: 98; Avidin bead fluor: 2; Rab7 wt modul: 97

How did c1ccc(CNn2nnnc2-c2ccccc2)cc1 do in these assays?
Mcl1 Noxa PPI: -2; Rac1 wt GTP bind: 94; Pf gamet viab: 15; ABCB1 block: 0.4; ABCG2 block: 2; Cdc42 wt GTP: 98; Rab2 wt GTP: 95; HRas wt GTP bind: 96; Rac1 act GTP bind: 95; Avidin bead fluor: 12; Rab7 wt modul: 93

How did CCOC(=O)Nc1nnc(-c2ccccc2OC)s1 do in these assays?
Mcl1 Noxa PPI: 4; Rac1 wt GTP bind: 104; Pf gamet viab: 18; ABCB1 block: -0.5; ABCG2 block: 7; Cdc42 wt GTP: 101; Rab2 wt GTP: 98; HRas wt GTP bind: 99; Rac1 act GTP bind: 98; Avidin bead fluor: 31; Rab7 wt modul: 97

Results for CNC(=O)NC(=O)CSc1nc2ccccc2n1CCOC ?
Mcl1 Noxa PPI: 10; Rac1 wt GTP bind: 102; ABCB1 block: 0.9; ABCG2 block: 3; Cdc42 wt GTP: 106; Rab2 wt GTP: 106; HRas wt GTP bind: 104; Rac1 act GTP bind: 101; Avidin bead fluor: 11; Rab7 wt modul: 102

How did CNC(=O)c1csc(-c2cccs2)n1 do in these assays?
Mcl1 Noxa PPI: 9; Rac1 wt GTP bind: 97; Pf gamet viab: 2; ABCB1 block: 0.2; ABCG2 block: 1; Cdc42 wt GTP: 97; Rab2 wt GTP: 99; HRas wt GTP bind: 98; Rac1 act GTP bind: 96; Avidin bead fluor: 22; Rab7 wt modul: 102

What do the screens show for `Cc1cc(NC(=O)CSc2nnc(C3CC3)n2Cc2ccccc2)no1`?
Mcl1 Noxa PPI: -2; Rac1 wt GTP bind: 101; ABCB1 block: 2.4; ABCG2 block: 56; Cdc42 wt GTP: 100; Rab2 wt GTP: 98; HRas wt GTP bind: 99; Rac1 act GTP bind: 99; Avidin bead fluor: 11; Rab7 wt modul: 95

What do the screens show for `CNC(=S)NNC(=O)c1sc2cc(C(F)(F)F)cnc2c1-c1ccccn1`?
Mcl1 Noxa PPI: -2; Rac1 wt GTP bind: 95; Pf gamet viab: -2; ABCB1 block: 0.1; ABCG2 block: 1; Cdc42 wt GTP: 92; Rab2 wt GTP: 97; HRas wt GTP bind: 96; Rac1 act GTP bind: 96; Avidin bead fluor: 24; Rab7 wt modul: 104

Results for O=c1ccc(/C=C/c2ccccc2)nn1Cc1ccc(F)cc1 ?
Mcl1 Noxa PPI: 4; Rac1 wt GTP bind: 94; Pf gamet viab: -27; ABCB1 block: 0.1; ABCG2 block: 8; Cdc42 wt GTP: 94; Rab2 wt GTP: 91; HRas wt GTP bind: 90; Rac1 act GTP bind: 91; Avidin bead fluor: 7; Rab7 wt modul: 94

2 compounds picked at random from those above:
How did c1ccc(CNn2nnnc2-c2ccccc2)cc1 do in these assays?
Mcl1 Noxa PPI: -2; Rac1 wt GTP bind: 94; Pf gamet viab: 15; ABCB1 block: 0.4; ABCG2 block: 2; Cdc42 wt GTP: 98; Rab2 wt GTP: 95; HRas wt GTP bind: 96; Rac1 act GTP bind: 95; Avidin bead fluor: 12; Rab7 wt modul: 93

Results for CNC(=O)NC(=O)CSc1nc2ccccc2n1CCOC ?
Mcl1 Noxa PPI: 10; Rac1 wt GTP bind: 102; ABCB1 block: 0.9; ABCG2 block: 3; Cdc42 wt GTP: 106; Rab2 wt GTP: 106; HRas wt GTP bind: 104; Rac1 act GTP bind: 101; Avidin bead fluor: 11; Rab7 wt modul: 102

Further records
What do the screens show for `COc1ccc(Cl)cc1NC(=S)N(CCN1CCOCC1)C1CCN(C(C)=O)CC1`?
Mcl1 Noxa PPI: -6; Rac1 wt GTP bind: 97; Pf gamet viab: 3; ABCB1 block: 0.3; ABCG2 block: 2; Cdc42 wt GTP: 94; Rab2 wt GTP: 99; HRas wt GTP bind: 95; Rac1 act GTP bind: 94; Avidin bead fluor: 6; Rab7 wt modul: 107

What do the screens show for `COc1ccc(NC(=O)CSc2ncn(-c3ccccc3)n2)cc1Cl`?
Mcl1 Noxa PPI: 16; Rac1 wt GTP bind: 104; ABCB1 block: 0.3; ABCG2 block: 3; Cdc42 wt GTP: 102; Rab2 wt GTP: 100; HRas wt GTP bind: 102; Rac1 act GTP bind: 101; Avidin bead fluor: 10; Rab7 wt modul: 102

How did N#C/C(=C\c1ccccc1)c1n[nH]c(Cn2cncn2)n1 do in these assays?
Mcl1 Noxa PPI: 9; Rac1 wt GTP bind: 97; ABCB1 block: 0.2; ABCG2 block: 1; Cdc42 wt GTP: 99; Rab2 wt GTP: 96; HRas wt GTP bind: 98; Rac1 act GTP bind: 95; Avidin bead fluor: 8; Rab7 wt modul: 98

How did C/C(CS(=O)(=O)c1ccccc1)=N\O do in these assays?
Mcl1 Noxa PPI: 10; Rac1 wt GTP bind: 98; ABCB1 block: 0.1; ABCG2 block: -1; Cdc42 wt GTP: 98; Rab2 wt GTP: 98; HRas wt GTP bind: 98; Rac1 act GTP bind: 98; Avidin bead fluor: 9; Rab7 wt modul: 98

Results for Cc1ccc(C(C(=O)NC(C)(C)C)N(Cc2ccc3c(c2)OCO3)C(=O)c2ccc(CN3CCOCC3)o2)o1 (centres undefined) ?
Mcl1 Noxa PPI: -11; Rac1 wt GTP bind: 102; Pf gamet viab: 11; ABCB1 block: 0.3; ABCG2 block: 0; Cdc42 wt GTP: 99; Rab2 wt GTP: 100; HRas wt GTP bind: 101; Rac1 act GTP bind: 97; Avidin bead fluor: 7; Rab7 wt modul: 105

How did O=c1ccc(OCCOc2ccccc2)nn1-c1ccccc1 do in these assays?
Mcl1 Noxa PPI: 11; Rac1 wt GTP bind: 102; Pf gamet viab: -20; ABCB1 block: 0.7; ABCG2 block: 13; Cdc42 wt GTP: 99; Rab2 wt GTP: 98; HRas wt GTP bind: 98; Rac1 act GTP bind: 97; Avidin bead fluor: 13; Rab7 wt modul: 96

What do the screens show for `CCn1cc(Br)c(C(=O)NC(=S)Nc2ccc(C(=O)OC)cc2)n1`?
Mcl1 Noxa PPI: -14; Rac1 wt GTP bind: 102; Pf gamet viab: 6; ABCB1 block: -0.9; ABCG2 block: -5; Cdc42 wt GTP: 101; Rab2 wt GTP: 97; HRas wt GTP bind: 99; Rac1 act GTP bind: 97; Avidin bead fluor: 4; Rab7 wt modul: 104

What do the screens show for `Cc1ccccc1CSc1nnc(Cn2c(=O)sc3ccccc32)n1C`?
Mcl1 Noxa PPI: -9; Rac1 wt GTP bind: 104; ABCB1 block: 1.6; ABCG2 block: 11; Cdc42 wt GTP: 104; Rab2 wt GTP: 99; HRas wt GTP bind: 102; Rac1 act GTP bind: 99; Avidin bead fluor: 35; Rab7 wt modul: 104

How did O=[N+]([O-])c1ccc(CSc2nnc(SCc3ccc(Cl)cc3)s2)cc1 do in these assays?
Mcl1 Noxa PPI: -7; Rac1 wt GTP bind: 99; Pf gamet viab: -3; ABCB1 block: 0.3; ABCG2 block: 9; Cdc42 wt GTP: 95; Rab2 wt GTP: 97; HRas wt GTP bind: 97; Rac1 act GTP bind: 97; Avidin bead fluor: 3; Rab7 wt modul: 96

How did O=C(Nc1ccc(N=Nc2ccccc2)c(NC(=O)C2CCCO2)c1)C1CCCO1 (centres undefined) do in these assays?
Mcl1 Noxa PPI: -3; Rac1 wt GTP bind: 102; ABCB1 block: 24; ABCG2 block: 39; Cdc42 wt GTP: 99; Rab2 wt GTP: 99; HRas wt GTP bind: 99; Rac1 act GTP bind: 99; Avidin bead fluor: 12; Rab7 wt modul: 98

What do the screens show for `CO/C=C/C#CC1(O)CCN(C)CC1`?
Mcl1 Noxa PPI: -10; Rac1 wt GTP bind: 105; ABCB1 block: 0.7; ABCG2 block: 3; Cdc42 wt GTP: 103; Rab2 wt GTP: 102; HRas wt GTP bind: 103; Rac1 act GTP bind: 101; Avidin bead fluor: 11; Rab7 wt modul: 103

Results for COc1ccc(CCNC(=O)c2cc3sccc3n2C)cc1OC ?
Mcl1 Noxa PPI: -6; Rac1 wt GTP bind: 107; ABCB1 block: 1.0; ABCG2 block: 22; Cdc42 wt GTP: 102; Rab2 wt GTP: 99; HRas wt GTP bind: 100; Rac1 act GTP bind: 101; Rab7 wt modul: 100

Results for c1ccc(C2=Nc3cccnc3C(c3ccccc3)=NN2)cc1 ?
Mcl1 Noxa PPI: 12; Rac1 wt GTP bind: 98; Pf gamet viab: 2; ABCB1 block: 0.1; ABCG2 block: 0; Cdc42 wt GTP: 95; Rab2 wt GTP: 99; HRas wt GTP bind: 98; Rac1 act GTP bind: 96; Avidin bead fluor: 10; Rab7 wt modul: 104
